Assay outcomes (PubChem BioAssay)
ER stress death = ER stress cell death inhibition. CSM14.1 thapsigargin ER stress survival, ATP luminescence. 48,000 compounds, 0.33% hits. relative survival (cellular ATP), % at 15 µg/mL (by protocol);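 active = survival measured by cellular ATP above 50% at 15 µg/ml in the first screen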;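 also: cell death triggered by about 15 µM thapsigargin; ATP read 24 h after thapsigargin was added; plate controls were thapsigargin with DMSO for no effect and DMSO without thapsigargin for full effect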
An asterisk follows results filed as active. The list is partial; the hit share may differ from the screen's.

`COc1ccc(C2CC(=O)C3=C(C2)Nc2ccccc2NC3c2c(Cl)cccc2Cl)cc1` (stereo unspecified) gave ER stress death 2.
`CCC(C)(C)C1CCc2c(sc(NC(=O)CCCC(=O)O)c2C(N)=O)C1` (stereo unspecified) gave ER stress death 0.
O=C(NCc1ccccc1Cl)/C(=C\c1ccc([N+](=O)[O-])o1)NC(=O)c1ccccc1 was read as ER stress death 0.
Cc1ccc(N(CC(=O)NCCSc2ccccn2)S(C)(=O)=O)cc1 was read as ER stress death -2.
`COc1ccc(S(=O)(=O)Nc2cccc(C)c2)cc1OC` gave ER stress death 6.
`COc1ccccc1NC(=O)C1=C(C)NC(=S)NC1c1ccc(Cl)cc1` (stereo unspecified) gave ER stress death -3.
`COc1ccc(/C=C2\SC(=O)N(CC(=O)Nc3nccs3)C2=O)cc1OC` gave ER stress death 12.
Screening O=C(/C(=N/O)n1cnc([N+](=O)[O-])n1)c1ccccc1 returned ER stress death 7.
`CC(=O)c1ccc(N2C(=O)CC(SC(=NCCc3ccccc3)Nc3ccc(F)cc3)C2=O)cc1` (stereo unspecified) gave ER stress death 6.
O=C(NCc1cccnc1)/C(=C/c1ccc(-c2ccc(Br)cc2)o1)NC(=O)c1ccccc1 was read as ER stress death 4.
`O=C(c1ccc2ccccc2c1)N1CCCC1` gave ER stress death 25.
O=C(O)CCCCCN1C(=O)C(O)=C(C(=O)/C=C/c2ccccc2)C1c1cccc(F)c1 (stereo unspecified) was read as ER stress death 4.
Cc1ccc(S(N)(=O)=O)cc1NC(=O)c1ccc([N+](=O)[O-])cc1Cl was read as ER stress death 6.
O=C(Nc1cccc(C(F)(F)F)c1)C1CC2CCC1C2 (stereo unspecified) was read as ER stress death 1.
Screening COCCOC(=O)c1c(C)oc2ccc(O)cc12 returned ER stress death 3.
Screening Cc1cc(-n2cc(I)c(=O)[nH]c2=O)nc(-c2ccccc2)n1 returned ER stress death -5.
S=C1NC(c2ccccc2)N2C(=S)NC(c3ccccc3)N12 (stereo unspecified) was read as ER stress death 4.
`CN1C(=O)C2(NN=C(c3ccccc3)S2)c2ccccc21` (stereo unspecified) gave ER stress death -3.
Screening Cc1cccc(N2C(=O)C(=O)/C(=C(\O)c3ccccc3)C2c2ccccc2F)c1 (stereo unspecified) returned ER stress death 11.
For NC(=O)c1cc(NC(=O)COc2ccc(F)cc2)ccc1Cl the results were ER stress death 9.
O=C(CN(c1ccc(F)cc1)S(=O)(=O)c1ccccc1)Nc1cccc(C(F)(F)F)c1 was read as ER stress death 0.
Cc1cc(C)c(NC(=O)C(C)Sc2nc3ccccc3[nH]2)c(C)c1 (stereo unspecified) was read as ER stress death 12.
COc1ccccc1-c1coc2cc(OC(=O)c3ccccc3C)ccc2c1=O was read as ER stress death 5.
Screening CCCCOc1ccc(/C=N/N2CCN(C)CC2)cc1 returned ER stress death -4.
For COc1ccc(CN=Cc2c(O)n(-c3ccc(Cl)cc3)c(=O)[nH]c2=O)cc1 the results were ER stress death 14.
`COc1ccc(C(=O)c2ccccc2)c2c(O)ccc(C(=O)c3ccccc3)c12` gave ER stress death 2.
`COc1ccc(C(=O)Nc2ccccc2C(=O)Nc2ccc(C(=O)O)cc2)cc1` gave ER stress death -4.
COC(=O)C1=C(C)NC2=C(C(=O)c3ccccc32)C1c1ccc(F)cc1 (stereo unspecified) was read as ER stress death 0.
`CCc1c(C)nc2[nH]nc(-c3ccccc3OC)n2c1=O` gave ER stress death -1.
CC1=C(C(=O)OCCc2ccccc2)C(c2ccccc2OCc2ccccc2)C2=C(CCCC2=O)N1 (stereo unspecified) was read as ER stress death 1.
Cc1ccc(NC(=O)/C=C/C(=O)c2ccccc2)cc1 was read as ER stress death -1.
`O=C(O)CCC(=O)Nc1ccc(CC(=O)O)cc1` gave ER stress death 2.
For CC1CC(C)CN(C(=O)Nc2ccccc2)C1 (stereo unspecified) the results were ER stress death -6.
For COc1ccc(N(CC(=O)NCc2ccccc2)S(C)(=O)=O)cc1Cl the results were ER stress death 4.
O=C(O)c1cc(NC(=O)c2ccc3c(c2)C(=O)N(CC2CCCO2)C3=O)cc(C(=O)O)c1 (stereo unspecified) was read as ER stress death 8.
For Cc1cc(/C=N/NC(N)=S)c(C)n1C1CCCCC1 the results were ER stress death -5.
Screening CCOc1ccccc1/C=C1/SC(NC(C)=O)=NC1=O returned ER stress death 10.
For CCC(SC1=NCCS1)C(=O)N1c2ccccc2Sc2ccccc21 (stereo unspecified) the results were ER stress death 0.
Screening CCN(CC)/C(N)=N/c1nc(C)cc(C)n1 returned ER stress death 5.
Screening Cc1ccc(NC(=O)c2cc3cc([N+](=O)[O-])ccc3oc2=O)cc1 returned ER stress death 6.
CCc1nnc(NC(=S)NC(=O)c2ccccc2)s1 was read as ER stress death 5.
`Oc1oc(-c2ccccc2)nc1C=Nc1ccc(Cl)c2cccnc12` gave ER stress death -1.
`O=C(/C=C\c1ccc2c(c1)OCO2)c1ccc(Cl)cc1` gave ER stress death 11.
`COc1cc(C=Nc2cc(Cl)cc(Cl)c2)ccc1O` gave ER stress death 6.
For O=C(CCCN1C(=O)c2ccccc2C1=O)Nc1ccccc1C(=O)N1CCCCC1 the results were ER stress death -12.
O=C(Cc1ccc(Cl)cc1)Nc1ccc(Nc2ccccc2)cc1 was read as ER stress death -4.
Cc1ccc(CC2C(=O)N(c3ccc(C)cc3)C(=O)C2C)cc1 (stereo unspecified) was read as ER stress death 9.
`CCN(CC)CCCNC(=S)Nc1cccc(Cl)c1` gave ER stress death -4.
`Cc1cccc(C)c1NC(=O)c1ccc(-c2ccc(Cl)cc2Cl)o1` gave ER stress death 6.
For COc1ccc(COC(=O)N/N=C(\C)CC(=O)Nc2c(C)cc(C)cc2C)cc1 the results were ER stress death 12.
`Cc1nc2c(-c3ccccc3)cnn2c(C(C)(C)C)c1C` gave ER stress death 6.
For COCCNC(=O)CN(c1ccc(OC)cc1OC)S(=O)(=O)c1ccc(C)cc1 the results were ER stress death 0.
Screening Cc1ccc2ccc(S(=O)(=O)N3CCN(C)CC3)cc2c1 returned ER stress death 0.
Screening Clc1ccc(OCCn2ccnc2)cc1 returned ER stress death 2.
For Cc1c(C(=O)Nc2ccc(Cl)cc2)sc(N)c1C(=O)OC(C)C the results were ER stress death -3.
Screening COc1ccc(OC)c(C2/C(=C(/O)c3ccccc3)C(=O)C(=O)N2c2nc3ccccc3s2)c1 (stereo unspecified) returned ER stress death -1.
Screening COc1ccc(-c2nc(-c3ccc(C(=O)O)cc3)[nH]c2-c2ccc(OC)cc2)cc1 returned ER stress death -3.
CC(C)Cc1ccc(C(C)C(=O)NC(C)Cc2ccccc2)cc1 (stereo unspecified) was read as ER stress death 3.
`COc1ccc(C(=O)/C=C/c2ccc(SC)cc2)cc1OC` gave ER stress death -10.
Screening CCOC(=O)c1c(-c2ccc(Br)cc2)csc1NC(=S)NC(C)=O returned ER stress death 2.
CC(=Nc1cccc2ccccc12)c1cc(Cl)ccc1O was read as ER stress death -4.
`O=C(Nc1ccc(NC(=O)c2ccccc2[N+](=O)[O-])cc1)c1ccccc1` gave ER stress death -3.
Cc1cc(C)c(/C=N/O)c(C)c1/C=N/O was read as ER stress death -8.
For O=[N+]([O-])c1ccc(-c2nnc(-c3ccc(F)cc3)o2)cc1 the results were ER stress death 0.
`O=C(CSC(=S)N1CCOCC1)c1ccc([N+](=O)[O-])cc1` gave ER stress death -3.
CCC(=O)N1N=C2c3cc(OC)ccc3CCC2C1c1ccc(N(C)C)cc1 (stereo unspecified) was read as ER stress death 5.
CC(C)NC(=O)C(=O)Nc1ccc(Cl)c(Cl)c1 was read as ER stress death 11.
Screening CC(C)(C)c1ccc(C2C(C(=O)c3ccco3)=C(O)C(=O)N2c2ncc(S(=O)(=O)c3ccc([N+](=O)[O-])cc3)s2)cc1 (stereo unspecified) returned ER stress death 0.
Screening CCCCNCCCCCCOc1c(C)cccc1C returned ER stress death -18.
Screening COc1ccccc1/C=C(/C#N)c1nc2ccc(C)cc2[nH]1 returned ER stress death -2.
For CCn1c(C(O)c2cccc(OC)c2)nc2ccccc21 (stereo unspecified) the results were ER stress death -4.
For O=C(N/N=C/c1ccc(O)c([N+](=O)[O-])c1)c1cccnc1 the results were ER stress death 9.
For Cc1ccc(N2C(=O)SC(Nc3ccc(C)c(Cl)c3)C2=O)cc1 (stereo unspecified) the results were ER stress death 8.
For Cc1ccc(NC(=O)CC2SC(=Nc3ccccc3)N(c3ccccc3)C2=O)cc1 (stereo unspecified) the results were ER stress death -1.
Screening CN(c1ccc(C(=O)Nc2cc(Cl)cc(Cl)c2)cc1)S(=O)(=O)c1ccccc1 returned ER stress death 3.
For CC(=O)N1N=C(c2ccc(Br)cc2)CC1c1cccc([N+](=O)[O-])c1 (stereo unspecified) the results were ER stress death -2.
Screening Cc1ccc(C2CC(C(F)(F)F)n3nc(C(=O)Nc4ccc(C(C)O)cc4)cc3N2)cc1 (stereo unspecified) returned ER stress death 8.
`Cc1ccc(-c2nc3ccccc3c(C(=O)O)c2C)s1` gave ER stress death 0.
`COc1ccc(NC(=S)NC(=O)c2ccc(OC)cc2)cc1` gave ER stress death 20.
O=C1SC(Nc2ccc(O)cc2)C(=O)N1c1ccccc1 (stereo unspecified) was read as ER stress death 8.
For O=C(/C=C/c1ccco1)Nc1ccc(S(=O)(=O)Nc2nccs2)cc1 the results were ER stress death -2.
O=C(Nc1nnc(CCSCCc2nnc(NC(=O)c3ccco3)s2)s1)c1ccco1 was read as ER stress death 8.
`O=C(CSc1nnc(-c2ccco2)o1)c1ccc(Br)cc1` gave ER stress death 8.
For Cc1cccc(NC2=NC3(CCCCC3)N=C(N)N2)c1C the results were ER stress death -4.
Screening Cc1ccc(NC(=O)NC(C)(C)C)cc1 returned ER stress death -7.
For Cc1ccc(-n2nc(C)c3c(C)cc(=O)oc32)cc1Cl the results were ER stress death 3.
O=C1C(=O)N(c2cccc(Br)c2)C(c2cccc([N+](=O)[O-])c2)/C1=C(/O)c1ccccc1 (stereo unspecified) was read as ER stress death 1.
`C(=C\c1ccccc1)/CN1CCN(c2ncnc3c2cnn3-c2ccccc2)CC1` gave ER stress death 13.
Screening C=CCNC(=O)C1CC1(c1ccc(C)cc1)c1ccc(C)cc1 (stereo unspecified) returned ER stress death 0.
`COc1cccc(/C=C2\C(=O)NC(=O)N(c3cc(C)cc(C)c3)C2=O)c1` gave ER stress death 10.

17 compounds already listed, arranged by length of the SMILES, ascending:
Screening CCCCNCCCCCCOc1c(C)cccc1C returned ER stress death -18.
Screening Cc1ccc(NC(=O)NC(C)(C)C)cc1 returned ER stress death -7.
For CCn1c(C(O)c2cccc(OC)c2)nc2ccccc21 (stereo unspecified) the results were ER stress death -4.
`Cc1ccc(-c2nc3ccccc3c(C(=O)O)c2C)s1` gave ER stress death 0.
For Cc1cccc(NC2=NC3(CCCCC3)N=C(N)N2)c1C the results were ER stress death -4.
`COc1ccc(NC(=S)NC(=O)c2ccc(OC)cc2)cc1` gave ER stress death 20.
For Cc1ccc(-n2nc(C)c3c(C)cc(=O)oc32)cc1Cl the results were ER stress death 3.
Screening COc1ccccc1/C=C(/C#N)c1nc2ccc(C)cc2[nH]1 returned ER stress death -2.
For Cc1ccc(N2C(=O)SC(Nc3ccc(C)c(Cl)c3)C2=O)cc1 (stereo unspecified) the results were ER stress death 8.
For O=C(N/N=C/c1ccc(O)c([N+](=O)[O-])c1)c1cccnc1 the results were ER stress death 9.
For O=C(/C=C/c1ccco1)Nc1ccc(S(=O)(=O)Nc2nccs2)cc1 the results were ER stress death -2.
`C(=C\c1ccccc1)/CN1CCN(c2ncnc3c2cnn3-c2ccccc2)CC1` gave ER stress death 13.
For Cc1ccc(NC(=O)CC2SC(=Nc3ccccc3)N(c3ccccc3)C2=O)cc1 (stereo unspecified) the results were ER stress death -1.
`COc1cccc(/C=C2\C(=O)NC(=O)N(c3cc(C)cc(C)c3)C2=O)c1` gave ER stress death 10.
Screening CN(c1ccc(C(=O)Nc2cc(Cl)cc(Cl)c2)cc1)S(=O)(=O)c1ccccc1 returned ER stress death 3.
Screening Cc1ccc(C2CC(C(F)(F)F)n3nc(C(=O)Nc4ccc(C(C)O)cc4)cc3N2)cc1 (stereo unspecified) returned ER stress death 8.
O=C1C(=O)N(c2cccc(Br)c2)C(c2cccc([N+](=O)[O-])c2)/C1=C(/O)c1ccccc1 (stereo unspecified) was read as ER stress death 1.

Following part:
Screening Nc1nc(SCCc2ccccc2)nc2sc3c(c12)CCC3 returned ER stress death -4.
Screening COCCOC(=O)C1=C(C)NC2=C(C(=O)CCC2)C1c1cccc(Cl)c1 (stereo unspecified) returned ER stress death 4.
CCCOc1ccc(/C=C2\SC(=S)N(NC(=O)c3ccncc3)C2=O)cc1OC was read as ER stress death 10.
For Cc1ncc([N+](=O)[O-])n1CCOC(=O)Nc1ccc(Cl)c(Cl)c1 the results were ER stress death 13.
CCN1C(=O)c2cccc3c(NC(=O)c4cc([N+](=O)[O-])ccc4Cl)ccc1c23 was read as ER stress death 12.
Screening COc1ccc(N2C(=O)NC(=O)/C(=C/c3ccc(-c4cccc([N+](=O)[O-])c4)o3)C2=O)cc1 returned ER stress death 23.
O=C(Cc1ccccc1)Nc1nnc(COc2ccc(Cl)cc2Cl)s1 was read as ER stress death 0.
`O=C(Nc1ccc(I)cc1Cl)c1cccc(Cl)c1` gave ER stress death -2.
For Cc1cc(Cl)ccc1OCC(=O)Nc1ccc(Br)cn1 the results were ER stress death -5.
For COc1ccc(S(=O)(=O)N(CC(=O)NCc2ccc(Cl)cc2)Cc2ccccc2)cc1 the results were ER stress death 7.
For COc1ccc(N2C(=O)c3ccc(C(=O)Nc4cc(Cl)ccc4C(=O)O)cc3C2=O)cc1 the results were ER stress death 12.
C(=N\Nc1nncn1/N=C/c1ccccc1)/c1ccccc1 was read as ER stress death -23.
`O=C(NNC1=C(C(=O)C(F)(F)F)CCC1)c1ccc(O)cc1` gave ER stress death 9.
For COc1ccc(/C=N/NC(=S)NC2CCS(=O)(=O)C2)cc1 (stereo unspecified) the results were ER stress death 9.
CC(C)c1ccc(N2C(=O)NC(=O)/C(=C/c3cc4c(cc3Br)OCO4)C2=O)cc1 was read as ER stress death 3.
